High-throughput results as filed in PubChem.
Salmonella PhoP GFP: PhoP regulon inhibitors, Salmonella typhi PhoP promoter GFP reporter, confirmatory (AID 1850). Salmonella Typhi PhoP-promoter GFP reporter, fluorescence, 4 h; higher % means a stronger effect. inhibition, % at 50 µM; hits with a dose series show IC50 in µM. 310,000 compounds, 0.33% hits; in the data active means a potency from the dose series; inconclusive means inhibition mostly from about 25% at the one dose, without a potency; inactive means the rest, 99 in 100 with inhibition below about 19%;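 further: 0% = induced wells with vehicle and 100% = uninduced wells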
M. tuberculosis HTS: M. tuberculosis growth inhibition, HTS (AID 449762); M. tuberculosis H37Rv growth inhibition, 7H9 media; higher % means a stronger effect; inhibition, % at 25 µM, or IC50 in µM where a hit was titrated; 330,000 compounds, 0.59% hits; in the data active means a potency from the dose series; inconclusive means inhibition above about 70% without an active follow-up result;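 further: bacterial growth assessed after seven days of incubation; strong numbers were not always called active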
H1N1 NS1A inhibition: H1N1 influenza NS1A inhibitors, functional cell based assay (AID 504329); NS1A functional cell-based assay, percent inhibition; higher % means a stronger effect; inhibition, % at 12.5 µM, or IC50 in µM where a hit was titrated; 340,000 compounds, 0.3% hits; in the data active means a potency from the dose series; inconclusive means inhibition above about 27% without an active follow-up result; further: strong numbers were not always called active
VEEV TC-83 Vero: inhibitors of VEEV TC-83 cytopathic effect, confirmation, Vero cells (AID 588727) | Vero cells, VEEV TC-83 cytopathic effect inhibition; higher % means a stronger effect | 350,000 compounds, 0.13% hits | inhibition, % at 20 µM, or IC50 in µM where a hit was titrated; in the data active means a potency from the dose series; inconclusive means inhibition mostly from about 14% at the one dose, without a potency; inactive means the rest, 99 in 100 with inhibition below about 12%; further: strong numbers were not always called active
tuberculosis growth: growth inhibition of non-replicating M. tuberculosis (AID 488890). Mycobacterium tuberculosis non-replicating, growth inhibition; higher % means a stronger effect. inhibition, % at 25 µM; hits with a dose series show IC50 in µM. 320,000 compounds, 0.39% hits; in the data active means a potency from the dose series; inconclusive means inhibition mostly from about 82% at the one dose, without a potency; inactive means the rest, 99 in 100 with inhibition below about 76%;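 further: plate controls were DMSO cells for no effect and high antibiotic wells for full effect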
* hit, by the source's call; i = inactive; ? = inconclusive; . = no result given.

cpd | structure | VEEV TC-83 Vero | M. tuberculosis HTS | H1N1 NS1A inhibition
1 | CCOc1ncccc1C(=O)NNC(=O)c1cccc(S(=O)(=O)N2CCOCC2)c1 | 6.1% | 6% | -2%
2 | CCc1nnc(NC(=O)CCC(=O)N2CCN(c3cc(C)ccc3C)CC2)s1 | 2.6% | 10% | 13%
3 | COc1ccc(CNc2cccc(F)c2)cc1Br | 1.1% | -2% | -12%
4 | CCN(CC(=O)NCc1ccc(Cl)cc1)Cc1cc(=O)n2ccsc2n1 | 5.0% | -2% | 7%
5 | Oc1c(C(c2ccccn2)N2CCC(Cc3ccccc3)CC2)cc(Cl)c2cccnc12 (stereo not given) | . | -2% | .
6 | COc1ccc(N2C(=O)CC(C#N)=C2N)cc1 | 1.1% | -1% | -2%
7 | CC1CCCCN1CC(=O)NCc1ccc2c(c1)OCO2 (stereo not given) | 5.1% | -7% | 4%
8 | Cc1cccc(C)c1N1CCN(c2ccc3nnc(C(F)(F)F)n3n2)CC1 | 1.2% | ? | -1%
9 | CCOc1ccc(OCCOCCN2CCc3ccccc3C2)cc1 | i | 1% | -2%
10 | C=COCCNC(=O)Nc1ccc(Cl)cc1Cl | i | -7% | -15%
11 | CCc1ccc(NC(=O)CCC(=O)c2ccc(C)cc2)cc1 | 8.1% | ? | 20%
12 | CC1=C(C)CC(C(=O)Nc2nc(-c3ccc(C)cc3C)c(C)s2)C(C(=O)O)C1 (stereo not given) | 0.6% | 4% | -9%
13 | CC(=O)c1cccc(OCC(=O)Nc2cc(S(=O)(=O)N3CCOCC3)ccc2N2CCCC2)c1 | 7.8% | 3% | -3%
14 | Cc1csc(N2CCN(c3cc4nc(-c5ccncc5)[nH]c4cc3Cl)CC2)n1 | 2.6% | -2% | -3%
15 | O=C(Nc1ccccc1C(=O)OC1CCOC1=O)c1ccco1 (stereo not given) | i | 2% | -2%

cpd | tuberculosis growth | Salmonella PhoP GFP
1 | 3% | .
2 | 27% | -10%
3 | 25% | -4%
4 | -10% | -2%
5 | 47% | -1%
6 | -17% | 17%
7 | 3% | 7%
8 | 67% | -8%
9 | 23% | -4%
10 | 3% | 20%
11 | 17% | -16%
12 | 21% | 0%
13 | 2% | -3%
14 | 25% | 2%
15 | 33% | -6%

Single values from the results shown.
no. 11 | tuberculosis growth = 17%
no. 1 | H1N1 NS1A inhibition = -2%
no. 13 | H1N1 NS1A inhibition = -3%

Exported with each value named: two of the compounds above
8	Cc1cccc(C)c1N1CCN(c2ccc3nnc(C(F)(F)F)n3n2)CC1
  VEEV TC-83 Vero: 1.2%; M. tuberculosis HTS: ?; H1N1 NS1A inhibition: -1%; tuberculosis growth: 67%; Salmonella PhoP GFP: -8%

1	CCOc1ncccc1C(=O)NNC(=O)c1cccc(S(=O)(=O)N2CCOCC2)c1
  VEEV TC-83 Vero: 6.1%; M. tuberculosis HTS: 6%; H1N1 NS1A inhibition: -2%; tuberculosis growth: 3%; Salmonella PhoP GFP: .

Entries of single compounds, looked up by structure.
CC(=O)c1cccc(OCC(=O)Nc2cc(S(=O)(=O)N3CCOCC3)ccc2N2CCCC2)c1 is entered as VEEV TC-83 Vero = 7.8%; M. tuberculosis HTS = 3%; H1N1 NS1A inhibition = -3%; tuberculosis growth = 2%; Salmonella PhoP GFP = -3%
Cc1cccc(C)c1N1CCN(c2ccc3nnc(C(F)(F)F)n3n2)CC1 is entered as VEEV TC-83 Vero = 1.2%; M. tuberculosis HTS = ?; H1N1 NS1A inhibition = -1%; tuberculosis growth = 67%; Salmonella PhoP GFP = -8%
CC1=C(C)CC(C(=O)Nc2nc(-c3ccc(C)cc3C)c(C)s2)C(C(=O)O)C1 (stereo not given) is entered as VEEV TC-83 Vero = 0.6%; M. tuberculosis HTS = 4%; H1N1 NS1A inhibition = -9%; tuberculosis growth = 21%; Salmonella PhoP GFP = 0%

Along the list, from the results shown:
Compounds 6 to 11 in H1N1 NS1A inhibition read -2%, 4%, -1%, -2%, -15%, 20%

The results go on.
cpd | structure | VEEV TC-83 Vero | M. tuberculosis HTS | H1N1 NS1A inhibition
16 | COc1ccc(C2CC(c3ccc(OC)cc3)n3nc(NC(=O)c4ccco4)nc3N2)cc1 (stereo not given) | 1.7% | 2% | -6%
17 | O=C(COc1ccccc1-c1ccccc1)N/N=C/c1ccc2ccccc2c1 | 9.5% | 2% | -7%
18 | Cc1cccc(N2CCC(N3CCN(C4CCCCC4)C(CCO)C3)CC2)c1C (stereo not given) | 1.2% | 3% | -12%
19 | C=CCC[C@H](Cc1ccc(F)cc1)C(=O)OC[C@H](Cc1c[nH]c2ccccc12)NC(=O)[C@H](CC=C)CC(=O)N(CCO)Cc1ccccc1 | 0.3% | 7% | -3%
20 | COc1cccc(C2C(C(=O)OCc3ccccc3)=C(C)Nc3ncnn32)c1OC (stereo not given) | 4.9% | -1% | -3%
21 | CN(C(=O)c1cccc([N+](=O)[O-])c1)c1ccccc1C(=O)NCc1ccccc1 | 4.7% | -8% | -7%
22 | Cc1cc([N+](=O)[O-])nn1CC(=O)c1ccccc1 | i | 0% | 1%
23 | CC1CCCCN1C(=O)c1ccc(NC(=O)c2ccccc2Cl)cc1 (stereo not given) | 1.6% | 4% | 2%
24 | CCOC(=O)C1(CCOc2ccccc2)CCN(Cc2ccc(COC)o2)CC1 | i | 7% | -6%
25 | O=C(Nc1ccc(C(=O)N2CCN(c3ccc(F)cc3)CC2)cc1)C1=CSCCO1 | 3.1% | 6% | -5%
26 | Cc1cccc(OCc2nc3ccccc3c(=O)n2N)c1 | 2.6% | -1% | -4%
27 | COc1ccccc1-c1nn(-c2ccccc2)cc1C(=O)NC1CC1 | i | -7% | -10%
28 | O=C(Nc1cccc(F)c1)Nc1ccnn1C1CCN(C(=O)c2cscn2)CC1 | 1.5% | 3% | -2%
29 | CSc1nsc(SCC(=O)N2CCN(c3ccccc3)CC2)n1 | 1.3% | ? | 7%
30 | CC(C)COc1cccc(C(=O)NNC(=O)C2COc3ccccc3O2)c1 (stereo not given) | i | -1% | -25%

cpd | tuberculosis growth | Salmonella PhoP GFP
16 | -10% | -5%
17 | 10% | 10%
18 | 6% | -1%
19 | 29% | .
20 | 3% | 2%
21 | 4% | -3%
22 | 0% | 3%
23 | 9% | 3%
24 | 2% | -9%
25 | 21% | -2%
26 | 6% | 4%
27 | -6% | .
28 | -9% | 0%
29 | ? | 15%
30 | 16% | -2%

Additional results follow.
cpd | structure | VEEV TC-83 Vero | M. tuberculosis HTS | H1N1 NS1A inhibition
31 | Cc1nn(Cc2ccc(Cl)cc2)c(C)c1NC(=O)c1c(-c2ccccc2)noc1C | 5.5% | 0% | 14%
32 | CCCCC(CC)c1nnc(NC(=O)c2cccs2)s1 (stereo not given) | 1.8% | . | 8%
33 | O=S(=O)(c1ccc(NC(=S)Nc2ccccc2)cc1)N1CCOCC1 | 0.2% | 1% | 2%
34 | Clc1ccc(C2Nc3cccc4cccc(c34)N2)c(Cl)c1 | 1.2% | . | -4%
35 | O=C(CCSc1nc2ccccc2s1)N/N=C/c1c(O)ccc2ccccc12 | 9.0% | -1% | 8%
36 | O=c1cc(CO)oc(C(Nc2ccccn2)c2ccc(F)cc2)c1O (stereo not given) | 1.1% | -2% | -2%
37 | CCOc1ccc(N2C(=O)/C(=C/c3ccco3)C(=O)NC2=S)cc1 | i | 0% | 12%
38 | Cc1cccc2nc3ccccc3nc12 | 0.5% | -1% | 2%
39 | CC1CCCCC1NC(=O)CCN1C(=O)C2C3C=CC(C3)C2C1=O (stereo not given) | 0.1% | 1% | 3%
40 | Cn1c(=O)c(C#N)c(-c2ccc(F)cc2)c2cc(C(=O)c3cc(Cl)cc(Cl)c3O)cnc21 | 1.4% | 0% | -6%

cpd | tuberculosis growth | Salmonella PhoP GFP
31 | 26% | 23%
32 | . | .
33 | 66% | -5%
34 | . | .
35 | -20% | -10%
36 | -2% | 0%
37 | 28% | 12%
38 | -13% | -11%
39 | -10% | 2%
40 | 59% | -5%
